mHtt clearance = compounds clearing mutant huntingtin protein; HeLa Exon1htt(103Q)mCFP, aggregate imaging; zero = plate's median compound well; inhibition, % at 1.5 µM; 47,000 compounds, 0.42% hits;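 active means inhibition of aggregate fluorescence above about 70%, also judged a hit by eye on the cell image, limit read from the data, passing the limit was not always enough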;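 further: cells exposed to compound for three days before fixation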
mHtt clearance grain fraction = further read-out of mHtt clearance, marked with its call; fraction fluorescence in grains; measured here: aggregate grain fluorescence fraction; active compounds read low;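 scaled fraction of total cell fluorescence in grains with unit not stated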
* marks the source's active call; other numbers are inactive results.

smiles	mHtt clearance	mHtt clearance grain fraction
O=C(CSc1nc2ccccc2[nH]1)Nc1ccc(F)cc1	-144	118
CC(C)(C)n1ncc2c(=O)n(CC(=O)N3CCc4ccccc43)cnc21	18	31
CCN(CC)Cc1c(O)ccc2c(=O)c(-c3ccc4c(c3)OCCO4)coc12	16	35
Cc1[nH]c2ccc(-c3nnc(SCC(=O)N4CCCc5ccccc54)o3)cc2c1C	-83	62
CCOC(=O)c1[nH]nc(C(=O)c2ccc(Br)cc2)c1O	-2	35
Cc1ccc(-c2cc(C(=O)n3cnc4ccccc43)c3ccccc3n2)cc1C	-17	39
Clc1ccc(OCCn2ccnc2)c(Br)c1	56	7.9
CC1Oc2ccccc2N(CC(=O)Nc2ccc3c(c2)OCO3)C1=O (stereo not given)	47	19
CCOC(=O)CSCc1c(C#N)c2ccccc2n1C	27	15
Cc1cccc(C(C)(C)C)c1OCCn1ccnc1	-5	21
Cc1ccc(C2C(C(=O)c3sc(C)nc3C)=C(O)C(=O)N2CCN2CCOCC2)o1 (stereo not given)	32	25
CCOc1ccc(-c2nnc(NC3=NCCCCC3)o2)cc1	-13	24
CCCOc1ccc(N2C(=O)CC(SC(=NCC)Nc3cccc(F)c3)C2=O)cc1 (stereo not given)	-38	27
COc1ccc(S(=O)(=O)N2CCc3ccccc3C2)cc1OC	6	34
O=C1c2ccsc2SCCN1Cc1ccc(Cl)cc1	-59	67
Cc1c(C#N)sc2nc(-c3ccccc3)nc(N3CCCC3)c12	-24	24
COc1ccccc1NC(=O)c1ccc(S(=O)(=O)N2CCOCC2)cc1	48	18
CN1CCN(c2ccccc2NC(=O)c2ccc(OCc3ccccc3)cc2)CC1	8	19
CC(=O)c1ccc(-n2nnnc2SCC(=O)N2CCc3ccccc3C2)cc1	18	15
CCCN(c1ccc(C(C)C)cc1)S(=O)(=O)c1c(C)noc1C	-28	49
COc1ccc(OC)c(NS(=O)(=O)c2ccc3c(c2)CCC(=O)N3)c1	2	19
CCCn1c(=N)n(CCOCCOCCn2c(=N)n(CCC)c3ccccc32)c2ccccc21	22	15
Cc1c(Cl)cccc1N1CC(C(=O)Nc2nccs2)CC1=O (stereo not given)	24	28
CCC(CC)C(=O)Nc1cccc(C(=O)N2CCOCC2)c1	-35	29
CCOC(=O)C1Cc2cc3c(cc2C1=O)CC(C(=O)OCC)C3=O (stereo not given)	7	28
CCN(CCCNC(=O)C1CCN(S(=O)(=O)c2cnc[nH]2)CC1)c1ccccc1	3	43
CCOC(=O)c1ccc(NC2c3ncccc3C(=O)N2Cc2ccc(F)cc2)cc1 (stereo not given)	39	23
CCC(C)NC(=O)C(NS(=O)(=O)c1ccc2c(c1)c(=O)n(C)c(=O)n2C)c1ccccc1 (stereo not given)	-233	112
O=C(c1ccco1)N1CCN(C(=O)C2CCN(S(=O)(=O)c3cccs3)CC2)CC1	13	32
CCOC(=O)c1ccc(NC(=O)CSc2nc(C)cc(=O)[nH]2)cc1	-7	42
Cc1ccc(S(=O)(=O)N2CCOCC2)c(C)c1-n1cnnn1	-4	20
O=C1Nc2ccccc2/C1=N\c1sc2c(c1C(=O)Nc1ccccc1)CCCC2	-23	24
COc1cccc(OC)c1C(=O)Nc1cc(C)on1	-38	56
OC1(Cc2ccn[nH]2)CCCCC1	-26	43
COc1ccc(NS(=O)(=O)c2cccc(-c3nnc4n3CCCCC4)c2)cc1	-36	50
CCOc1ccc(-c2nc(-c3cccnc3)no2)cc1	38	13
COc1ccc(S(=O)(=O)N(C)CC(=O)Nc2ccccc2C(F)(F)F)cc1	30	12
c1ccc(-c2nnc3ccc(N4CCC5(CC4)OCCO5)nn23)cc1	-34	53
C=CCOC(=O)Nc1snnc1C	-29	49
O=C1CC(c2ccccc2)N1c1ccccc1 (stereo not given)	-4	39
O=C(NC1CCCC1)C1CCCN1S(=O)(=O)c1cccc2cccnc12 (stereo not given)	6	47
OCCNc1nc(Nc2ccccc2)nc2ccccc12	-41	26
O=C(Nc1cc2nn(-c3ccccc3)nc2cc1Cl)c1ccco1	13	19
COC(=O)Nc1nnc(Cc2ccc(OC)cc2)s1	48	18
CN1CCC(=NNC(=O)C(=O)NC2CCCC2)CC1	-45	23

Reprinted at random: 3 entries already listed.
smiles	mHtt clearance	mHtt clearance grain fraction
COc1ccc(S(=O)(=O)N(C)CC(=O)Nc2ccccc2C(F)(F)F)cc1	30	12
CCOc1ccc(-c2nc(-c3cccnc3)no2)cc1	38	13
OCCNc1nc(Nc2ccccc2)nc2ccccc12	-41	26

Going on with the list:
smiles	mHtt clearance	mHtt clearance grain fraction
COc1ccc(N2CCN(C(=O)Cn3nnc(-c4cccs4)n3)CC2)cc1	-17	24
CCn1c(=O)n(CC)c2cc(S(=O)(=O)N3CCOCC3)ccc21	-12	23
CCCCC(=O)Nc1nc(C)c(-c2csc(Nc3cc(Cl)ccc3OC)n2)s1	-4	40
CCCC(=O)Nc1nn(CCC)c2nc3ccccc3cc12	0	35
Cc1nc(SCC(=O)Nc2ccc(F)cc2)c2oc3ccccc3c2n1	-10	23
O=C(CN1CCCCC1)Nc1ccccc1NC(=O)CN1CCCCC1	-51	28
Cc1[nH]nc2c1C(c1ccccn1)N(c1ccc(Br)cc1)C2=O (stereo not given)	-13	40
Cc1cc(C)c2c(CN3CCN(C/C=C/c4ccccc4)CC3)cc(=O)oc2c1	53	9.7
Cc1ccc(NC(=O)N2CCC(NC(=O)C(C)(C)C)CC2)cc1	-28	48
O=C1CC(N2CCC(c3nc4ccccc4[nH]3)CC2)C(=O)N1Cc1ccccc1 (stereo not given)	31	12
c1ccc2c(c1)OCC(c1nn3c(Cn4nnc5ccccc54)nnc3s1)O2 (stereo not given)	22	13
COc1ccc(NC(=O)N[C@@H](CCSC)C(=O)O)cc1Cl	-2	37
CNC(=O)c1csc(-c2ccc(C)cc2)n1	33	14
COCCNC(=O)Cn1cnc2sc(C)c(S(=O)(=O)N3CCC(C)CC3)c2c1=O	-37	52
O=c1c2c(nc3nc(COc4ccccc4)[nH]n13)CCC2	-8	20
Brc1cc2[nH]cnc2c2ccccc12	-9	20
CS(=O)(=O)N1CCC(C(=O)Nc2ccc(Br)cc2F)CC1	11	18
CCCOc1cc(C)c(S(=O)(=O)n2ccc(C)n2)cc1C	3	17
CCOC(=O)C1CCN(C(=O)COc2cccc(C)c2)CC1	-15	21
Cc1ccc(C)n1-c1ccc(-c2nnco2)cc1	19	16
Cc1nc2sc(C(c3ccco3)N3CC(C)OC(C)C3)c(O)n2n1 (stereo not given)	-10	38
CC(C)NC(=O)CN(c1cccc(Br)c1)S(C)(=O)=O	-14	24
c1ccc(CCn2nnnc2C(c2cccnc2)N2CCN(c3nc4ccccc4s3)CC2)cc1 (stereo not given)	-18	40
Cc1cc(C)c2c3c(sc2n1)C1(CCSCC1)C(C#N)=C(N)O3	-87	32
COC(=O)c1ccc(C)c(NC(=O)C2COc3ccccc3O2)c1 (stereo not given)	-6	22
CCOC(=O)c1[nH]c2ccc(OC)cc2c1NC(C)=O	-22	25
COC(=O)C(C)NC(=O)C(C)NC(=O)OCc1ccccc1 (stereo not given)	-3	38
CC1CCN(C(=O)c2cc3nc(-c4ccccc4)cc(-c4ccccc4)n3n2)CC1	11	17
Nc1nc(SCc2ccccc2Cl)ns1	38	11
C=CCn1c(SCC(=O)Nc2nc3ccccc3s2)nnc1-c1ccccc1O	-39	52
COc1cc(C=O)ccc1OCCCOc1ccccc1C(=O)O	-81	40
CC(C)NC(=O)CN(C(=O)CCC(=O)Nc1ccccn1)c1ccc(F)c(Cl)c1	10	16
CCC(C)NS(=O)(=O)c1ccc(NC(C)=O)cc1 (stereo not given)	4	17
CCNc1nc(NC(C)C)nc(N(C#N)Cc2ccccc2)n1	-37	30
Cc1ccc(NC(=O)CSc2nnc(C3CCCCC3)n2N)cc1F	-4	22
COc1ccc(CN2CC(C(=O)NCCCN3CCOCC3)CC2=O)cc1 (stereo not given)	40	22
Cc1ccc(C(=O)C2=C(O)C(=O)N(CCN3CCOCC3)C2c2ccccn2)o1 (stereo not given)	-4	40
Cc1ccc(CNC(=O)C23CN(Cc4ccccc4)CC2C(c2cccc([N+](=O)[O-])c2)=NO3)cc1 (stereo not given)	4	37
O=C(N/N=C/C=C/c1ccccc1)C1CC1c1ccccc1 (stereo not given)	19	16
CSc1nsc(SCc2ccc(F)cc2)n1	41	22
CC(C)C(=O)N(Cc1cc2ccccc2[nH]c1=O)C(C)C	21	29
CC(C)(CNC(=O)c1cccs1)CNC(=O)c1cccs1	25	25
O=C(CCCn1c(=O)c2sccc2n(CC(=O)NCc2ccco2)c1=O)NCc1ccco1	2	21
NC1=NS(=O)(=O)NC1c1cccc(Cl)c1 (stereo not given)	25	28
NC(=O)c1sc2cc(C(F)(F)F)cnc2c1-c1cccs1	-48	29
COc1ccc(C2C3=C(Nc4ncnn42)c2ccccc2CC3)cc1OC (stereo not given)	2	33
O=C(CN1CCc2ccccc2C1)c1cccs1	1	20
N#Cc1cc2c(nc1SCc1nc3ccccc3[nH]1)CCC2	16	36
CSc1nc2ccc(S(=O)(=O)N(C)C)cc2s1	37	12
CCOc1cc(C(=O)NCCOC)ccc1OC	12	18
CCOC(=O)C(NC(C)=O)(Nc1ccc(F)cc1)C(F)(F)F (stereo not given)	2	33
CC1Oc2ccccc2N(CC(=O)N(Cc2ccccc2)Cc2ccccn2)C1=O (stereo not given)	20	13
c1ccc2c(c1)OCC(c1nnc3sc(-c4cnccn4)nn13)O2 (stereo not given)	-63	32
CCc1c(C)c(C#N)c2nc3ccccc3n2c1N(C)C	-40	52
O=C(O)c1ccccc1S(=O)(=O)NCC(O)COC1CCCCC1 (stereo not given)	-18	43
CCC(C(=O)NCc1ccco1)N(C(=O)CNS(=O)(=O)c1ccc(C)cc1)c1ccccc1OC (stereo not given)	-13	24
Cc1cccc(C)c1OCc1nnc(SCC(=O)Nc2ccccc2F)o1	21	25
COC(=O)N(C)CCCC1(C)C(=O)N(C)c2ccc(O)cc21 (stereo not given)	17	36
O=C(NC1CCCCC1)N1CCN(c2ccccc2)CC1	-13	21
CSc1nc(O)c(Cc2ccccc2)c(=O)[nH]1	4	35

No new results follow: 3 of the compounds above.
smiles	mHtt clearance	mHtt clearance grain fraction
COc1ccc(C2C3=C(Nc4ncnn42)c2ccccc2CC3)cc1OC (stereo not given)	2	33
O=C(CN1CCc2ccccc2C1)c1cccs1	1	20
N#Cc1cc2c(nc1SCc1nc3ccccc3[nH]1)CCC2	16	36

Whole records, looked up by structure.
CCC(C(=O)NCc1ccco1)N(C(=O)CNS(=O)(=O)c1ccc(C)cc1)c1ccccc1OC (stereo not given) across the screens: mHtt clearance = -13; mHtt clearance grain fraction = 24
O=C(O)c1ccccc1S(=O)(=O)NCC(O)COC1CCCCC1 (stereo not given) across the screens: mHtt clearance = -18; mHtt clearance grain fraction = 43
COc1ccc(C2C3=C(Nc4ncnn42)c2ccccc2CC3)cc1OC (stereo not given) across the screens: mHtt clearance = 2; mHtt clearance grain fraction = 33

(more compounds)
smiles	mHtt clearance	mHtt clearance grain fraction
CC(=O)OC1c2ccccc2C(=O)N1c1ccccc1C (stereo not given)	0	33
C=CCOC(=O)C1=C(C)Nc2ncnn2C1c1cc(Br)ccc1F (stereo not given)	-20	43
Cc1ccc(C(=O)NCCNC(=O)CN2CCOCC2)cc1	13	32
CN(CCCNC(=O)c1ccc(/C=N/O)nc1)CCCN(C)Cc1ccccc1	-28	52
CNC(=O)c1sccc1-n1cccc1	-32	26
O=C(CN(CCc1ccccc1)C(=O)CNS(=O)(=O)c1ccc(F)cc1)NCC1CCCO1 (stereo not given)	-23	42
COc1cccc(-c2nn(C)c3sc(C(=O)NCc4ccc5c(c4)OCO5)cc23)c1	-164	119
O=C(NCCCN1CCOCC1)c1ccc(Br)s1	31	13
CCOC(=O)C1CCN(CCC(=O)Nc2cccc(Cl)c2)CC1	14	27
COc1ccc(/C(C)=N/NC(=O)c2ccc(CSc3cccc4cccnc34)cc2)cc1OC	-17	47
O=S1(=O)C=C(Sc2nc3cc(Cl)ccc3o2)c2ccccc21	-65	61
CCOC(=O)COn1c2c(c3c4no[n+]([O-])c4ccc31)CCCC2	-38	29
O=C(Nc1ccccc1-c1nc2ccccc2[nH]1)c1ccc(S(=O)(=O)N2CCCCC2)cc1	-14	51
CC(C)(C)n1nnnc1C(c1cccc(C#N)c1)N1CCN2CCCC2C1 (stereo not given)	-11	33
COc1ccc(NC(=O)CN(c2ccc(C)cc2)S(=O)(=O)c2c(C)nn(C)c2C)cc1OC	-48	51
CCCCNS(=O)(=O)c1ccc2nc(SCC(=O)N3CC(C)OC(C)C3)[nH]c2c1 (stereo not given)	-7	23

Not all compounds are listed; count on the stated rates, not on these rows.
